MITF inh: MITF inhibitors, primary screen, biochemical, AlphaScreen, human; Microphthalmia-associated transcription factor (Homo sapiens), O75030; AlphaScreen MITF homodimerization, bead proximity signal; inhibition, % at 2.6 µM; hit rate 0.91% among 650,000; AID 1259374, 2018; in the data active = inhibition above about 50%;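 note: 0% = vehicle wells with protein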
FBW7 act: FBW7 E3 ligase activators, primary screen, biochemical, AlphaScreen, human; hit rate 0.13% among 650,000; normalized activity (activation), % at 26.1 µM; F-box/WD repeat-containing protein 7 (Homo sapiens), Q969H0; AlphaScreen FBW7–phospho-cyclin E peptide binding, activator screen; in the data active = normalized activity above about 1.9%;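 note: purified mutant Fbw7 with reduced substrate affinity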
Target sequence (Q969H0 whole entry, looked up): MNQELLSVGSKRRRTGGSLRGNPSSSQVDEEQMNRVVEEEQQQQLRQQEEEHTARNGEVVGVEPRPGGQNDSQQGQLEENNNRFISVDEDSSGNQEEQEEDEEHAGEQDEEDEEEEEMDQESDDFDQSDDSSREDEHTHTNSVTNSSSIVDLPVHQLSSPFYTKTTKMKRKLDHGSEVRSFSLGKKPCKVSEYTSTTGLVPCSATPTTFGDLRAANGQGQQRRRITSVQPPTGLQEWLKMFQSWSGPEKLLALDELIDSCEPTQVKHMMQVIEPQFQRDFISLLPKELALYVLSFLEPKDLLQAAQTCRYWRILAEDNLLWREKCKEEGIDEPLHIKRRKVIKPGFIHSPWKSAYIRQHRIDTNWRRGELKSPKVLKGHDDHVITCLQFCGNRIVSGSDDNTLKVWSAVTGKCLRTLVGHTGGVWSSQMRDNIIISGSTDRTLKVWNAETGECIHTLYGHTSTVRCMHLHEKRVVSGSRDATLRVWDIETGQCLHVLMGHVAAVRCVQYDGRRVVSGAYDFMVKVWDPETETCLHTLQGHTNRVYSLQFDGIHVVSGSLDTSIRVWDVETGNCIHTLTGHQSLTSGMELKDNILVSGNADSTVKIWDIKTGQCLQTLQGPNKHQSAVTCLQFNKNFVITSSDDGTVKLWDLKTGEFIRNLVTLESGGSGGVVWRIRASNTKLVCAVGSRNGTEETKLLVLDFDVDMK
GPR151 ag: activators of human GPR151, primary screen, cell-based, PathHunter beta-arrestin, luminescence | activation, % at 11.2 µM | PathHunter beta-arrestin GPR151 cells | hit rate 1% among 650,000 | G-protein coupled receptor 151 (Homo sapiens), Q8TDV0 | AID 1508602, 2020; in the data active = activation above about 4.9%;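 note: 0% = median of compound wells and 100% = cells with positive control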
Target sequence (Q8TDV0 whole entry, looked up): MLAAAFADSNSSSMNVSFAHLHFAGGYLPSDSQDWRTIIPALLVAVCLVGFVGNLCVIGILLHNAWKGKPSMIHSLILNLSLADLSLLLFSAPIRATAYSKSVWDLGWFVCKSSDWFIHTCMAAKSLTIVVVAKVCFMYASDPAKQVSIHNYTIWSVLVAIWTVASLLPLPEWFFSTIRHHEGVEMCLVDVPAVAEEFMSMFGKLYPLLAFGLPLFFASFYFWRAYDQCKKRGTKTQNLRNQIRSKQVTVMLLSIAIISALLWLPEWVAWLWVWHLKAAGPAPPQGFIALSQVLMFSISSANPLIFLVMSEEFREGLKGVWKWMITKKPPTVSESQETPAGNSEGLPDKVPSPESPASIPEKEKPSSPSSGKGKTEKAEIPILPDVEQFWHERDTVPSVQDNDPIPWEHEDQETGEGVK
TEAD-YAP inh: TEAD-YAP interaction inhibition, primary screen, TEAD-YAP interaction inhibitor project, luminescence, HEK-TIYL cells; TEAD-Gal4/YAP UAS-luciferase luminescence; inhibition, % at 9.12 µM; hit rate 1.4% among 640,000; AID 1259422, 2018; in the data active = inhibition above about 32%;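 note: 0% = median of test compound wells and 100% = reference inhibitor wells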
* hit, by the source's call; & = joins results of further samples.

SMILES	MITF inh	FBW7 act	GPR151 ag	TEAD-YAP inh
Cc1cc2c(=O)n(CC(=O)NCC(=O)O)cnc2s1	1.8	0.1	-0.2	-11.8
O=C1C2C3c4ccccc4C(CO)(c4ccccc43)C2C(=O)N1c1ccc(Cl)cc1 (configuration not stated)	-6.8	0.7	-0.6	-1.5
O=S(=O)(c1cc(Cl)ccc1Cl)N1CCN(C(c2ccccc2)c2ccccc2)CC1	0.4	0.0	-0.6	0.8
COc1cc(NC(=O)Cn2nc(-c3ccc(F)cc3)ccc2=O)ccc1-n1cnnn1	0.3	-0.1	0.0	-2.5
CCN1C(=O)CC(C(=O)Nc2ccc(OC)cc2)SC1=Nc1ccc(C(=O)OC)cc1 (configuration not stated)	-8.9	0.1	0.9	23.6
CCOc1ccc(Oc2cc(Oc3ccc(NC(=O)c4cc5nc(-c6ccc(C)cc6)cc(C(F)(F)F)n5n4)cc3)cc([N+](=O)[O-])c2)cc1	-0.7	0.0	-0.1	1.4
COc1cc(CN2CCN(c3ccc(Cl)cc3)CC2)cc([N+](=O)[O-])c1O	21.4	-0.2	-1.0	-8.3
CCc1cc2cccc(C)c2nc1SCC(N)=O	1.9	0.4	-0.1	22.9
O=C(NC(=S)NCc1ccco1)c1ccccc1Cl	1.0	0.0	1.3	-4.8
Clc1ccc(C2=CC(c3ccc(Br)cc3)n3ncnc3N2)cc1 (configuration not stated)	17.2	0.7	-0.3	-10.1
COc1ccc(C(=O)N/C(=C/c2ccc([N+](=O)[O-])cc2)C(=O)Nc2cccc(F)c2)c(Cl)c1	-9.0	-0.1	0.0	-4.4
CCc1ccc(N(CC(=O)N2CCC(C(N)=O)CC2)S(=O)(=O)c2ccc(C)cc2)cc1	-1.8	-0.1	-1.3	2.0
O=C(NCCc1ccc(F)cc1)NC12CC3CC(CC(C3)C1)C2	8.8	-0.3	1.4	-55.4
CCOC(=O)C1=C(C)N=c2s/c(=C\c3ccco3)c(=O)n2C1c1ccccc1F (configuration not stated)	5.6	0.1	1.2	-5.1
O=C(N[C@H]1C[C@H]2C(=O)N[C@@H](CO)C(=O)N2C1)c1cccc2ccccc12	-0.9	0.6	-1.5	-5.7
O=S(=O)(c1cccc(Cl)c1)N1CCSc2ccccc21	8.8	0.4	0.4	-8.0
COc1ccc(-n2nc(C(=O)NCC(=O)Nc3cccc(Cl)c3)c3ccccc3c2=O)cc1	16.5	-0.1	0.8	5.6
O=C(Nc1ccccc1C(=O)Nc1cccc2ccccc12)c1cccs1	6.4	0.1	1.9	5.8
CC(=O)c1c(C)oc2ccc(NS(=O)(=O)c3ccc(C(C)(C)C)cc3)cc12	-2.8	-0.1	2.2	-3.3
C/C(=N/NC(=O)c1cncc(Br)c1)c1ccc(Br)cc1	15.8	-0.1	1.0	-8.8
CCn1c(CSc2nc3nc(C)cc(C)n3n2)nc2cc(S(=O)(=O)N(C)C)ccc21	-3.9	0.0	0.3	-4.8
CCCCN(CC)CCCNC(=O)COc1cc(=O)n(CC)c2ccccc12	24.9	0.2	-0.7	3.6
Cc1nc(C)c(C(=O)N(c2ccc(F)cc2)C(C(=O)NC(C)(C)C)c2ccncc2)s1 (configuration not stated)	13.3	0.2	-0.7	5.1
CC1Cc2ccccc2N1S(=O)(=O)c1ccc(F)cc1F (configuration not stated)	-2.4	0.0	-1.0	3.6
COc1cc(NC(=O)S(=O)(=O)c2ccccc2)ccc1NC(=O)c1ccco1	-0.8	-0.2	-1.1	-9.4
Cc1cc(NC(=O)CSc2nc3ccccc3c(=O)n2CC2CCC(C(=O)NCc3ccco3)CC2)no1 (configuration not stated)	2.9	0.1	-0.9	-8.8
CC1CC(N(C(=O)c2ccco2)c2ccccc2)c2ccccc2N1C(=O)c1ccco1 (configuration not stated)	-4.2	-0.3	-0.7	-0.1
CCN(CCO)c1ncnc2c1cnn2C	3.7	0.0	0.4	-4.6
Cc1ccc(NS(=O)(=O)N2CCOCC2)cc1	14.6	1.4	-0.4	11.8
CCOC(=O)c1cc(CC)sc1NC(=O)COc1ccc(Cl)cc1Cl	-14.8	0.0	0.0	1.5
C=C(C)CC1(CC(=C)C)CCCN1	-5.6	0.0	-1.0	-3.8
CCOC(=O)c1ccc(NC(=O)c2c(NC(=O)c3ccccc3F)sc3c2CCC(C)C3)cc1 (configuration not stated)	-5.2	-0.1	1.2	-10.9
Cc1ccccc1NC(=S)NNC(=O)c1ccc(Br)o1	7.7	0.0	0.4	-18.1
CCOC(=O)C(=O)Nc1nnc(-c2cccnc2)s1	21.4	1.3	-0.2	-5.0
CCOc1cccc(C2N(c3ccccc3)N=C(C(C)=O)N2c2ccc(Cl)cc2)c1OCc1ccccc1Cl (configuration not stated)	6.6	0.2	2.5	1.2
CN(C(=O)CSc1ccccc1C(=O)O)C1CCCCC1	12.9	0.8	0.9	7.3
CC(=O)Nc1ccc(NC(=O)C(CC(C)C)N2Cc3ccccc3C2=O)cc1 (configuration not stated)	7.0	-0.3	3.3	5.0
CC(C)c1ccc(C2/C(=C(/O)c3ccc(S(=O)(=O)N(C)C)cc3)C(=O)C(=O)N2CCCN2CCOCC2)cc1 (configuration not stated)	-2.0	0.0	0.9	-1.3
O=C(O)CCCNC(=O)/C(=C/c1ccco1)NC(=O)c1ccco1	15.1	0.0	0.8	5.8
CC(C)c1ccc(N(CC(=O)NC2CCCCC2)C(=O)CNC(=O)c2ccco2)cc1	0.4	0.1	-0.5	0.9
Cc1noc(NS(=O)(=O)c2ccc(NC(=O)C(F)(F)F)cc2)c1C	-10.7	0.0	-0.2	-8.8
CC1CCN(c2c(NCc3ccc(C(=O)NC4CCCC(C)C4C)cc3)c(=O)c2=O)CC1 (configuration not stated)	2.1	0.0	-1.0	-2.2
CC(C)Oc1ccc(CN2CCc3nnc(CNC(=O)Cc4ccccc4)n3CC2)cc1	-0.9	0.1	-0.3	9.6
CC(NS(=O)(=O)N(C)C)c1ccccc1 (configuration not stated)	8.4	0.0	0.0	3.6
O=C(COc1ccccc1[N+](=O)[O-])Nc1cccc2c1C(=O)c1cccc(Cl)c1C2=O	12.4	0.1	-0.9	1.0

Rewritten in markdown: part of the list above.
| compound | MITF inh | FBW7 act | GPR151 ag | TEAD-YAP inh |
| --- | --- | --- | --- | --- |
| CCOC(=O)C(=O)Nc1nnc(-c2cccnc2)s1 | 21.4 | 1.3 | -0.2 | -5.0 |
| CCOc1cccc(C2N(c3ccccc3)N=C(C(C)=O)N2c2ccc(Cl)cc2)c1OCc1ccccc1Cl (configuration not stated) | 6.6 | 0.2 | 2.5 | 1.2 |
| CN(C(=O)CSc1ccccc1C(=O)O)C1CCCCC1 | 12.9 | 0.8 | 0.9 | 7.3 |

The list goes on:
SMILES	MITF inh	FBW7 act	GPR151 ag	TEAD-YAP inh
O=C(Nc1ccc(-c2nc3ccccc3s2)cc1)c1cnccn1	-13.7	0.0	-0.8	-24.8
Cc1cc(-c2ccccc2O)c(C#N)c(N)n1	23.7	0.2	0.0	4.1
COc1cccc(/C=C(/C(=O)c2cc(OC)c(OC)c(OC)c2)c2nc3ccccc3o2)c1	1.5	0.1	1.5	-7.9
CCC(=O)Nc1nc(-c2cc3cc(OC)ccc3o2)cs1	0.2	0.1	-0.3	-57.9
COc1ccc(N(CN2C(=O)C3CCC(C)CC3C2=O)C(C)=O)cc1 (configuration not stated)	-0.4	0.0	3.0	-12.1
Cc1cc(C)c2[nH]c(=O)c(CN(CCCO)Cc3nnnn3Cc3ccccc3)cc2c1	9.0	-0.1	0.2	8.6
Cc1ccc2[nH]c(C)c(CC(=O)N/N=C/c3ccc[nH]3)c2c1	-3.1	-0.2	0.6	0.4
O=C(NCc1ccco1)c1ccc2c(c1)C(=O)N(Cc1ccco1)C2=O	21.7	0.0	0.8	3.5
COc1ccc(CNC(=O)CNC(=S)N(Cc2ccccc2)Cc2cccnc2)cc1	9.8	0.5	2.0	4.7
CC(C)Oc1ccccc1C(=O)N/N=C/c1ccc(F)cc1	17.1	0.2	-0.6	-2.5
Nc1nonc1-c1nc2ccccc2n1CC(=O)Nc1ccccc1-c1ccccc1	6.6	0.0	2.5	-11.0
Cc1nc(NCCCN(C)C)c2c3c(sc2n1)CCCC3	50.8*	-0.1	-0.9	-7.7
COc1ccc(N2CCN(C(=O)CCN3C(=S)NC(C)(C)CC3C)CC2)cc1 (configuration not stated)	1.1	-0.2	0.1	-2.4
CCOC(=O)c1c(N)sc(CN(C)C)c1-c1ccccc1	-0.6	0.4	-1.2	8.6
C=CCNC(=O)CSc1nnc(-c2ccccn2)n1-c1ccccc1OCC	18.6	0.1	-0.2	-5.3
COc1cccc(/C=C2\N=C(c3ccc(Cl)c([N+](=O)[O-])c3)OC2=O)c1	-10.7	0.1	-1.0	2.0
CCOC(=O)c1c(NC(=O)CCC(=O)O)sc2c1CCC2	-24.1	0.0	0.6	-2.2
Cn1c(=O)[nH]c(=O)c2c1nc(N1CCCCCC1)n2CCCOc1ccccc1	15.6	-0.2	0.6	-0.8
O=C(Nc1ccc(Cl)cc1)Nc1cccs1	-3.8	-0.1	-1.8	-33.5
CC1=C(C(=O)OCCOc2ccccc2)C(c2cccc(Br)c2)C2=C(CC(c3ccccc3)CC2=O)N1 (configuration not stated)	-4.7	0.5	-0.1	10.9
CCOc1cc(-c2nnc(SCC(=O)Nc3cccc(OC)c3)nc2-c2ccc(OC)c(OCC)c2)ccc1OC	4.8	0.3	-1.2	-5.1
COc1ccccc1-n1c(CNC(=O)c2ccc(S(=O)(=O)N3CCOCC3)cc2)nnc1SCC(=O)Nc1cc(C)ccc1C	-6.6	-0.1	0.5	-6.6
C=CCN(c1nccs1)S(=O)(=O)c1ccc(C)cc1	-4.0	0.1	-0.9	-2.8
O=C(NC(c1ccccc1)c1ccco1)C1CCN(C(=O)C2COc3ccccc3O2)CC1 (configuration not stated)	-5.5	-0.3	1.0	-9.4
COc1ccc(F)c(CN2CCC3(CC2)CC3C(=O)N2CCCN(C)CC2)c1 (configuration not stated)	-3.8	-0.1	1.7	3.4
Cc1ccc(S(=O)(=O)N(CC(=O)N2CCN(c3ccccc3)CC2)c2cccc(Cl)c2)cc1	4.2	0.1	1.4	4.1
CCOC(=N/C(=N\S(C)(=O)=O)c1ccccc1)SC	0.0&4.5	0.1&-0.1	-0.5&3.3	-3.5&-3.5
Cc1cccc(C)c1-n1nnnc1C(c1ccc(Cl)cc1)N(C)Cc1ccccc1 (configuration not stated)	-2.0	0.0	0.4	8.8
CCOc1ccccc1NC(=O)CN(c1ccccc1OC)S(=O)(=O)c1ccc(C)cc1	8.8	0.1	-0.4	11.9
COc1cc(/C=C(\C#N)C(=O)Nc2ccccc2F)cc(OC)c1OC	-2.9	0.1	-1.1	-6.9
COc1ccc(/C=C/C2=NC(=C\c3cccc(Cl)c3)/C(=O)O2)cc1	-3.3	-0.1	1.5	-5.1
CCC(=O)n1nc(-c2cccnc2)nc1NCc1cccs1	2.4	-0.2	-0.2	-8.7
C=CCc1ccc(OCCOCCN2CCN(CC)CC2)c(OC)c1	65.3*	-0.3	-1.0	-10.8
N#C/C(=C\C1CC=CCC1)c1nc2ccccc2[nH]1 (configuration not stated)	6.5	0.3	0.1	-1.2
COc1ccc(Br)cc1C(=O)Nc1nc(C)cs1	12.2	0.2	-0.5	-82.0
CCN(CC)S(=O)(=O)c1cccc(C(=O)NC2=NCCS2)c1	11.7	1.1	-1.5	3.4
CC(=O)N1CCN(C(=S)Nc2ccc(OC(F)F)cc2)CC1	6.2	0.0	-1.3	-1.9
COc1ccc2nc(C)cc(SCC(=O)N/N=C/c3ccc(C(=O)O)cc3)c2c1	6.2	0.0	-0.5	-3.1
CC1(C)CC(=O)C2=C(C1)NC(SCC(=O)Nc1ccccc1)=C(C#N)C2c1ccco1 (configuration not stated)	15.3	0.0	-0.2	-9.0
CC1(C(=O)NCc2ccc3c(c2)OCO3)COC(c2ccccc2)OC1 (configuration not stated)	-17.7	0.1	-0.3	2.5
Cc1cccc(Oc2c(C(F)(F)F)oc3cc(OC(=O)c4cncc(Br)c4)ccc3c2=O)c1	4.3	0.0	0.1	-7.6
CCCOc1ccc(C(=O)NC2CCCCC2)cc1OC	12.7	0.0	-0.4	-6.8
COc1ccc(CCNC(=O)CCCn2c(SCC(=O)NC3CCCC3)nc3ccccc3c2=O)cc1OC	10.1	0.0	-0.5	6.6

Among those listed so far, these contain a thiophene ring, fused or not.
SMILES	MITF inh	FBW7 act	GPR151 ag	TEAD-YAP inh
Cc1cc2c(=O)n(CC(=O)NCC(=O)O)cnc2s1	1.8	0.1	-0.2	-11.8
O=C(Nc1ccccc1C(=O)Nc1cccc2ccccc12)c1cccs1	6.4	0.1	1.9	5.8
CCOC(=O)c1cc(CC)sc1NC(=O)COc1ccc(Cl)cc1Cl	-14.8	0.0	0.0	1.5
CCOC(=O)c1ccc(NC(=O)c2c(NC(=O)c3ccccc3F)sc3c2CCC(C)C3)cc1 (configuration not stated)	-5.2	-0.1	1.2	-10.9
Cc1nc(NCCCN(C)C)c2c3c(sc2n1)CCCC3	50.8*	-0.1	-0.9	-7.7
CCOC(=O)c1c(N)sc(CN(C)C)c1-c1ccccc1	-0.6	0.4	-1.2	8.6
CCOC(=O)c1c(NC(=O)CCC(=O)O)sc2c1CCC2	-24.1	0.0	0.6	-2.2
O=C(Nc1ccc(Cl)cc1)Nc1cccs1	-3.8	-0.1	-1.8	-33.5
CCC(=O)n1nc(-c2cccnc2)nc1NCc1cccs1	2.4	-0.2	-0.2	-8.7

Screening data (PubChem BioAssay)
